Assay outcomes as filed in PubChem BioAssay.
TWEAK-Fn14 inh = inhibitors of TWEAK-Fn14 signaling, primary screen, luciferase reporter cells, uHTS | TWEAK-stimulated Fn14 reporter cells, luciferase luminescence, 8 h | 2% of 360,000 active | inhibition, % at 10 µM; in the data active = inhibition above about 50%
NR2E3 ag-1 = NR2E3 agonists in two-hybrid cells, primary screen, cell-based, luminescence, CHO-S, Gal4-NCOR/VP16-NR2E3 | AID 602229, 2012 | Photoreceptor-specific nuclear receptor (Homo sapiens), Q9Y5X4 | inhibition of corepressor binding, % at 3.98 µM | luciferase | 0.35% of 360,000 active;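 active = inhibition above the mean of all tested compounds plus 3 SD, cut at about 70% in these data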;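 also: 0% = DMSO with NR2E3 transfected cells and 100% = cells lacking NR2E3 construct; higher means lower luciferase signal from less NR2E3 corepressor binding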
Target sequence (Q9Y5X4 whole entry, looked up, the tested form may be a part): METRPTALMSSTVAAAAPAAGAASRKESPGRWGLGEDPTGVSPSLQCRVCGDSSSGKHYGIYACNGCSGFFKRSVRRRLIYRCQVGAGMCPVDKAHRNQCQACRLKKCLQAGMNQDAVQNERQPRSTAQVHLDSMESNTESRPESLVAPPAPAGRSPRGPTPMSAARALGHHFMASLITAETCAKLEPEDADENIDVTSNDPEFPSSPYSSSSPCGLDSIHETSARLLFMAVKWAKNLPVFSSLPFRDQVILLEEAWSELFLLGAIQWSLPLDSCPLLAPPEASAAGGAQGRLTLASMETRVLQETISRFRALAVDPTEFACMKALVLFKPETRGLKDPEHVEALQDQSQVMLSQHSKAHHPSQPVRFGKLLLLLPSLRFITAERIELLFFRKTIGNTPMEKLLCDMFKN
HIF-2a inh = HIF-2a reporter inhibitors, primary screen, luminescence, 786-0 RCC cells | 786-0 RCC cells HIF-2a reporter, luciferase luminescence, overnight | inhibition, % at 18.8 µM | 0.72% of 360,000 active | AID 624352, 2012;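 active = inhibition of the luminescence signal of 40% or more relative to plate controls, in a single-dose primary screen at 18.75 µM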
CF NFkB inh = inhibitors of PAF-induced NF-kB signaling, primary screen, cell-based, GFP fluorescence, uHTS | KKLEB NF-kB-GFP reporter, GFP fluorescence overnight | inhibition, % at 5 µM | 0.86% of 360,000 active | AID 588850, 2011;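 active = at least 50% inhibition at 5 µM, scaled per plate between neutral and stimulator controls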;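 also: PAF is a Pseudomonas aeruginosa culture filtrate used as stimulus; plate controls were PAF-stimulated DMSO wells for no effect and unstimulated DMSO wells for full effect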
NR2E3 ag-2 = inhibitors of NR2E3-RetCOR corepressor binding, primary screen, NR2E3 agonist project, biochemical, TR-FRET, GST-NR2E3, biotin-RetCOR | 1536-well | inhibition of corepressor binding, % at 4.78 µM | 0.12% of 320,000 active | AID 2300, 2010;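 active = percent inhibition above the cutoff of mean plus 3 SD of all tested compounds, set per screening campaign, cut at about 20% in these data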;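 also: 0% = DMSO wells and 100% = biotin wells as full block of FRET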
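system = GST-tagged NR2E3 plus biotinylated RetCOR corepressor | input = 1.35 nM GST-NR2E3 | also added = 7 nM biotin-RetCOR | schedule = 5 h incubation at 4 °C | measured by = TR-FRET with europium anti-GST and streptavidin-D2, 340 nm excitation | read-out = percent loss of FRET ratio relative to control wells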
Shn3 inh set2 = reduction of Shn3 3'UTR firefly luciferase signal, primary screen, Schnurri-3 inhibitor project, cell-based, Clone20 osteoblasts, set 2; Clone20 osteoblast Shn3 3'UTR firefly luciferase, 24 h; inhibition, % at 12.5 µM; 0.52% of 360,000 active; AID 588674, 2011;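 active = mean inhibition of at least 75% with every replicate also reaching 75%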;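 also: 0% = median of neutral control wells and 100% = pilot-screen positive control compound; some compounds past the cut are filed as inactive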
KKLEB cytotox = cytotoxicity in KKLEB CF airway cells, primary screen, cytotoxicity control for CF NF-kB inhibitor project, cell-based, uHTS, fluorescence assay plates | AID 602141, 2011 | KKLEB CF airway cells viability, ATPlite luminescence, overnight; stronger effect = lower value; cells stimulated with P. aeruginosa culture filtrate | activity change (cytotoxicity), % at 5 µM | 0.36% of 360,000 active;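 active = corrected activity change at or below -50% at 5 µM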
Peg3 promoter = Peg3 promoter-driven luciferase inhibitors, primary screen, cell-based, HeLa, luciferase luminescence | AID 588405, 2011 | HeLa PEG-Prom luciferase reporter, overnight | inhibition, % at 20 µM | 1.7% of 360,000 active;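 active = inhibition of at least 50% at 20 µM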
TRPM1 prom inh = inhibitors of MITF-dependent TRPM1 promoter reporter, primary screen, cell-based, SK-MEL-5, single point, luciferase. SK-MEL-5 TRPM1 promoter luciferase, 24 h. inhibition, % at 12.5 µM. 0.83% of 330,000 active. AID 488899, 2010;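 active = mean inhibition across replicates of 60% or more, whatever share of single replicates reaches that level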; also: values of inactives mirror those of a sister screen read the other way
TROY signal inh = inhibitors of TROY-driven NF-kB signaling, primary screen, Q293 LMP1-TROYcd cells, NF-kB luciferase, uHTS; Q293 LMP1-TROYcd NF-kB luciferase reporter, 4 h; inhibition, % at 10 µM; 0.98% of 360,000 active;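 active = compounds whose plate-normalised and pattern-corrected inhibition of the luciferase reporter signal at the single screening dose is 50% or more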
TRAIL sens C8 = viability loss with TRAIL in NB7+C8 cells, primary screen, TRAIL sensitizer project, cell-based, ATPlite luminescence. inhibition (viability loss, TRAIL sensitization), % at 10 µM. 1% of 360,000 active. AID 624354, 2012;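 active = compounds causing at least 50% loss of cell viability in the single-dose screen, relative to plate controls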
The depositor's hits bear a star; . = no result given.

SMILES	TWEAK-Fn14 inh	NR2E3 ag-1	HIF-2a inh	CF NFkB inh	NR2E3 ag-2	Shn3 inh set2	KKLEB cytotox	Peg3 promoter	TRPM1 prom inh	TROY signal inh	TRAIL sens C8
CC(=O)Nc1cccc(NC(=O)CSc2nc(=O)n(CCCN3CCOCC3)c3c2CCC3)c1	-9	21	3	-15	4	-2	7	-15	7	-4	4
CCCCCCCN1C2=NCCCN2c2ccccc21	16	-5	10	9	-2	87*	-11	17	1	13	1
O=Cc1cnc(N2CCN(c3ccccc3)CC2)s1	-4	24	-26	-39	-1	6	-6	-45	0	7	17
CC(C)C[C@@H](CN)NC(=O)c1nc[nH]c1C(=O)N[C@@H](C)C(=O)CNC[C@H](C)NC(=O)c1nc[nH]c1C(=O)N[C@@H](Cc1ccccc1)C(=O)O	-17	-2	-1	-27	.	-16	1	-8	-3	1	4
O=C(CN1C(=O)C2CC=CCC2C1=O)OCCN1C(=O)c2ccccc2C1=O (configuration not stated)	-4	3	10	7	5	-14	2	7	1	1	-16
Cc1ccc(S(=O)(=O)Oc2ccccc2/C=N/Nc2ccc(C(=O)O)cc2)cc1	11	-5	-5	2	1	-9	-4	14	-19	-14	-12
CCOC(=O)c1cnc(Nc2nc3ccccc3o2)nc1CN1CCN(C)CC1	-13	-40	-102	20	.	11	-10	-123	7	-4	-7
CCC/C=N/NC(=O)c1ccc(F)cc1	-1	-14	5	1	2	3	10	7	10	-1	-5
O=C(Cc1ccc(Br)cc1)OCC(=O)N1CCCCCC1	15	-16	6	-2	.	-5	-6	-4	3	-14	20
COc1ccc(NC(=O)NCCc2ccc(Cl)cc2)cc1OC	0	-14	-1	3	2	0	6	-2	6	-3	-4
NC(=NCCc1c[nH]c2ccccc12)NC(=O)c1ccc(Cl)cc1	-12	-4	-108	-37	0	-3	1	-29	0	15	-4
O=C(CSc1nc2ccccc2c(=O)n1-c1ccc(F)cc1)NC1CCS(=O)(=O)C1 (configuration not stated)	-3	-12	10	4	.	1	0	3	2	-27	-3

An excerpt of these results, with values under each structure:
Values in the order – TWEAK-Fn14 inh	NR2E3 ag-1	HIF-2a inh	CF NFkB inh	NR2E3 ag-2	Shn3 inh set2	KKLEB cytotox	Peg3 promoter	TRPM1 prom inh	TROY signal inh	TRAIL sens C8
CC(=O)Nc1cccc(NC(=O)CSc2nc(=O)n(CCCN3CCOCC3)c3c2CCC3)c1
 : -9	21	3	-15	4	-2	7	-15	7	-4	4
CCCCCCCN1C2=NCCCN2c2ccccc21
 : 16	-5	10	9	-2	87*	-11	17	1	13	1
O=Cc1cnc(N2CCN(c3ccccc3)CC2)s1
 : -4	24	-26	-39	-1	6	-6	-45	0	7	17

Next compounds follow.
SMILES	TWEAK-Fn14 inh	NR2E3 ag-1	HIF-2a inh	CF NFkB inh	NR2E3 ag-2	Shn3 inh set2	KKLEB cytotox	Peg3 promoter	TRPM1 prom inh	TROY signal inh	TRAIL sens C8
COc1cc(CO)cc(-c2cc(CO)cc(OC)c2OC)c1OC	-4	6	13	4	-1	-32	5	14	-15	3	-5
Cc1ccc(C)c(NS(=O)(=O)c2ccc(OCC(=O)NCc3ccccn3)cc2)c1	-6	-43	19	-1	-1	17	8	20	-5	2	-1
CCOc1ccc(-c2csc(NC(=O)c3ccc(S(=O)(=O)N4CCc5ccccc5C4)cc3)n2)cc1	6	-11	10	12	0	34	-19	21	-5	20	15
CC(=O)NCc1ccc(S(=O)(=O)N/N=C/c2ccccc2)cc1	-1	13	14	-10	-1	-18	3	11	0	3	-3
O=C(CNCc1ccccc1)NCCCN1CCCC1=O	3	-7	5	16	0	8	-19	15	0	21	-9
COc1cccc(C(=O)NCCCn2ccnc2)c1	5	8	11	9	1	2	-22	13	4	17	-2
O=C(CSc1nnnn1C1CC1)Nc1ccc(S(=O)(=O)N2CCOCC2)cc1	4	-22	6	4	3	-5	-2	7	7	-1	1
O=S(=O)(Nc1ccc(-c2ccc3nncn3n2)cc1)c1ccccc1F	-20	-8	14	-14	-2	-2	-6	51*	-2	-2	4
Cc1cc(C)c(C)c(S(=O)(=O)N2CCC(C(=O)OCC(=O)NC3CCS(=O)(=O)C3)CC2)c1C (configuration not stated)	5	7	6	25	.	-5	-17	2	7	-4	10
COC(=O)CN1C(=O)NC2(CCCc3ccccc32)C1=O (configuration not stated)	-29	-24	8	0	-1	-9	-18	-3	-5	-43	-7
CCOC(=O)c1cc2c(=O)n3ccccc3nc2n(Cc2ccc(Cl)cc2)c1=N	-31	-15	-12	8	.	4	-9	0	-2	-5	1
COc1ccc(Nc2nnc(Cc3ccccc3)c(=O)[nH]2)c(OC)c1	-7	-19	1	7	7	3	-2	9	13	1	-16
O=C(COC(=O)c1cc(-c2cccs2)nc2ccccc12)NC1CCS(=O)(=O)C1 (configuration not stated)	-22	1	5	-25	0	-4	-2	-7	6	-34	3
CCc1nnc(NS(=O)(=O)c2ccc(NC(=O)c3ccc([N+](=O)[O-])s3)cc2)s1	-11	-26	14	-2	.	2	7	5	.	8	4
c1nc(N2CCC3(CC2)OCCO3)c2[nH]cnc2n1	14	-4	11	-4	2	-30	5	11	2	-9	16
Cc1cc(C)n(CC(C)O)c(=O)c1C#N (configuration not stated)	0	-6	3	3	-1	-14	-9	19	5	-4	11
CC(C)[C@@H](C(=O)N[C@@H](Cc1ccccc1)C(=O)O)N1C(=O)N2CCc3c([nH]c4ccccc34)[C@@]2(C)C1=O	10	-24	8	1	1	6	-15	0	10	-7	0
Cn1c(C(=O)N(Cc2ccccc2)Cc2ccccn2)cc2sccc21	1	-6	-4	7	8	14	-16	27	1	7	-24
CC(C)Oc1ccc(C(CC(=O)O)NC(=O)Cc2ccccc2)cc1 (configuration not stated)	10	-26	11	11	1	-11	-6	11	-5	11	-11
COc1ccc2oc(C(=O)OCC(=O)Nc3ccccc3OC)c(C)c2c1	-36	-15	0	-7	-3	-9	3	-8	6	3	-12
O=C1CCC(C(=O)N2CCCCO2)CN1Cc1cccc(C(F)(F)F)c1 (configuration not stated)	-3	3	-45	-24	.	-19	1	-29	-8	-18	-4
COc1ccc(C2=NN(C(=O)CSc3cn(C)c4ccccc34)C(c3ccc(OC)cc3)C2)cc1 (configuration not stated)	30	-46	-12	0	-2	46	-15	29	.	19	9
CCOc1c(OC(C)=O)ccc(/C=C/c2ccc3cccc(OC(C)=O)c3n2)c1[N+](=O)[O-]	-16	-86	-301	2	3	-100	10	-292	-105	-59	12
Cc1cc(NS(=O)(=O)c2ccccc2)n(-c2ccccc2)n1	4	-12	8	6	-1	7	3	16	3	15	8
C=CCn1cnnc1SCC(=O)NCC1COc2ccccc2O1 (configuration not stated)	-13	1	8	16	.	12	-22	7	2	20	0
CS(=O)(=O)N1CCCC(C(=O)NCc2cccs2)C1 (configuration not stated)	6	1	2	10	0	-7	-2	0	-4	17	-11
CC(C)(C)c1ccc(C(=O)N/C(=C\c2cccs2)C(=O)NCc2ccco2)cc1	16	-24	16	6	-2	10	4	0	-10	3	-8
COc1ccc(CN2CNc3nc4ccccc4n3C2)cc1	5	-12	16	1	2	5	5	10	-6	2	7
CCC(C)C(=O)Nc1nccs1 (configuration not stated)	1	-3	5	-8	5	-43	-2	0	13	16	-1
Cc1nc2c(C)cccn2c(=O)c1NC(=O)c1ccc2c(c1)OCO2	-1	-41	-3	10	1	-5	-6	2	-6	-7	-16
CCOC(=O)C1=C(C)C2C3C(=O)N(c4cc(C)ccc4C)C(=O)C3C1(C)C1C(=O)N(c3cc(C)ccc3C)C(=O)C21 (configuration not stated)	-14	-5	11	4	2	6	-8	22	13	14	-5
CCCc1nnc(NC(=O)c2nc(S(=O)(=O)Cc3ccc(C)cc3)ncc2Cl)s1	95*	45	-1	90*	3	91*	-33	103*	69*	62*	25
Cc1ccc(NC(=O)c2ccc(N3CCOCC3)c([N+](=O)[O-])c2)cc1S(=O)(=O)N1CCOCC1	45	14	51*	1	2	70	-5	65*	29	39	31
CCOC(=O)N1CCN(C(=O)Cn2cnc3ccccc3c2=O)CC1	-13	-8	8	1	3	-5	-13	-4	-7	20	-1
c1ccc(OCc2nnc3n2CCCCC3)cc1	2	15	12	4	1	-5	1	6	-2	-3	0
COc1ccc(NC(=O)CN2C(=O)COc3ccc(S(=O)(=O)N4CCCCC4)cc32)cc1OC	-7	-6	16	-2	0	-5	-6	-4	10	1	-13
Cc1ccc(C(=O)OCC(=O)Nc2sc3c(c2C#N)CCCCC3)cc1NC(=O)c1ccco1	-26	-61	-52	0	0	-5	-6	-35	-10	8	5
Cc1ccc(C)c(S(=O)(=O)N2CCN(C(=O)c3ccc(-n4cncn4)c([N+](=O)[O-])c3)CC2)c1	-11	-2	3	22	1	4	-4	36	7	-8	17
CCNc1nc(-c2ccc(OC(F)F)cc2)c(C)s1	-6	-62	-126	-3	-2	-18	10	-22	-57	-9	4
CCOC(=O)N(C)C[C@H]1OCc2cn(nn2)CCCC(=O)N([C@H](C)CO)C[C@@H]1C	10	-15	10	14	.	-6	-4	-8	.	3	-11
O=C(Nc1sc2c(c1C(=O)O)CCCC2)c1ccccc1Cl	15	-40	-52	9	-1	-9	-5	-4	2	-35	1
COc1ccccc1/C=C/C=N/n1c(-c2ccc(Cl)cc2Cl)n[nH]c1=S	-14	-9	14	1	0	-1	10	25	-6	7	5
COc1ccc(C(=O)N2CCCC(c3nc(-c4cccs4)no3)C2)cc1OC (configuration not stated)	-13	7	-2	11	4	16	-5	19	-2	5	-4
CCC(=O)Nc1ccc(NC(=O)c2ccccc2)nc1	48	-126	-49	0	0	-17	10	-50	15	27	34
CCn1cc(C(=O)O)c(=O)c2cc(F)c(N3CCN(C(=S)NC(=O)c4ccccc4Cl)CC3)cc21	-13	-20	17	-6	5	6	6	11	5	8	-5
CCN(CCO)c1ncnc2c1sc1nc(C(C)C)c3c(c12)CC(C)(C)OC3	33	27	16	18	0	10	-19	35	9	-6	11
O=C(Nc1cccc(O)c1)C1CC(c2ccc(Cl)cc2)=NO1 (configuration not stated)	14	-3	-1	3	-2	-12	-7	0	1	-3	-9
CN(C(=O)NC1CC(=O)N(c2ccc3c(c2)OCCO3)C1)c1ccccc1 (configuration not stated)	4	-26	13	-22	3	2	3	0	6	-2	6
O=C(NNc1cccc([N+](=O)[O-])c1)/C(=C\c1cccnc1)NC(=O)c1ccccc1	4	-10	-1	-21	1	-17	6	3	0	-5	5

A portion of the library, so the mix of outcomes need not match the whole.
